# Screening data: PubChem BioAssay, several laboratories
# pCIP destab: p/CIP-EGFP fusion destabilizers, primary screen, fluorescence, F442A cells; decrease of EGFP signal, % at 10 µM; 0.01% of 290,000 active; 16 h; AID 1984, 2009;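 active = EGFP signal decrease of at least 30% at 10 µM or well 3 SD below plate mean, unless failing retest; inactive = the rest, including hits failing retest or dose response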; note: some compounds called inactive have numbers as strong as hits; many of its hits are not listed in these tables
# MEKK3 PB1 HTS: modulators of MEKK3-MEK5 PB1 binding, primary screen, biochemical, wildtype MEKK3, multiplex bead flow cytometry, Alexa488-MEK5; Mitogen-activated protein kinase kinase kinase 3 (Homo sapiens), Q99759; bead-based flow cytometry, Alexa488-MEK5 binding to MEKK3; actives lie on both sides; 0 = blocked by unlabeled MEK5, 100 = vehicle; binding response (% of control), % at 10 µM; 1.4% of 290,000 active; AID 1529, 2009;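 active = binding response more than 3 SD above or below the average of its plate-row segment, actives on both sides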;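 note: Alexa488 bead fluorescence after subtracting the streptavidin-only scavenger bead signal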
# Target sequence (Q99759 whole entry, looked up): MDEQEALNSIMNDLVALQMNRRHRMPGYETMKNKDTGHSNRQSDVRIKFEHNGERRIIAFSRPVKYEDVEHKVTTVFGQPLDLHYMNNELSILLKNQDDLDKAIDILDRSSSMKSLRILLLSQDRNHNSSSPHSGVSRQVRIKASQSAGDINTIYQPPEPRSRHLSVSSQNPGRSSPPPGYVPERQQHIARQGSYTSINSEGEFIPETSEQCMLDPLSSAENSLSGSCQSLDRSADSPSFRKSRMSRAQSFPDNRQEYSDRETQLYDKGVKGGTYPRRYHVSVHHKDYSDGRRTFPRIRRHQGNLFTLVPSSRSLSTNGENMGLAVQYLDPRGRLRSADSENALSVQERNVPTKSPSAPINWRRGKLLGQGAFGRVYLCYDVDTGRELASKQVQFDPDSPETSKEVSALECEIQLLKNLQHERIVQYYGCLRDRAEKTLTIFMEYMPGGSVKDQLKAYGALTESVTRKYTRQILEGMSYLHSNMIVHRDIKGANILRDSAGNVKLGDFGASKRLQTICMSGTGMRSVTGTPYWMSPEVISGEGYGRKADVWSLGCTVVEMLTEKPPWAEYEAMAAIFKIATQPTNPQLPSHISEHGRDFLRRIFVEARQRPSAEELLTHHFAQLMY
# IDE cell inh: human IDE inhibitors in live cells, primary screen, fluorescence polarization, HEK cells, FAbetaB substrate; Insulin-degrading enzyme (Homo sapiens), P14735; FAbetaB cleavage; inhibition, % at 5.59 µM; 0.41% of 320,000 active;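 active = percent inhibition above the average of all tested compounds plus 3 SD, set per screening campaign, cut at about 16% in these data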;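 note: IDE supplied by intact live HEK cells; FP after avidin binding of uncleaved biotin substrate so inhibition keeps polarization high; 0% = DMSO wells and 100% = 60 µM reference IDE inhibitor Ii1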
# MEKK2wt PB1 HTS: modulators of MEK5 binding to wildtype MEKK2, primary screen, biochemical, multiplex bead flow cytometry, Alexa488-MEK5 | Mitogen-activated protein kinase kinase kinase 2 (Homo sapiens), Q9Y2U5 | Alexa488-MEK5 binding to MEKK2 WT; actives lie on both sides | binding response (% of control), % at 10 µM | 1.1% of 290,000 active; in the data active = binding response below about 67% or above about 130%
# IDE act: human IDE activators in live cells, primary screen, fluorescence polarization, HEK cells, FAbeta-B substrate; AID 493087, 2011; 0.073% of 340,000 active; FAbeta-B cleavage; 0% vehicle, 100% cell-free pure enzyme wells; Insulin-degrading enzyme (Homo sapiens), P14735; activation, % at 5.96 µM;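 active = activation above the mean of all tested compounds plus 3 SD, set per screening campaign, cut at about 17% in these data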
# MEKK2 mut-MEK5: MEK5 binding signal on mutant MEKK2 PB1, primary screen, biochemical, multiplex bead flow cytometry, Alexa488-MEK5. Alexa488-MEK5 binding to MEKK2 mutant. percent response, % at 10 µM. 0.35% of 290,000 active; in the data active = percent response above about 24%, passing the limit was not always enough; note: inactives centre near 1; some results filed as inactive read as strong as hits; reference of the scale not given here
# M18AAP inhibitor: PfM18AAP inhibitors, malaria aminopeptidase, primary screen, biochemical, QFRET, recombinant enzyme; M18 aspartyl aminopeptidase (Plasmodium falciparum 3D7); H-Glu-NHMec fluorogenic cleavage; inhibition, % at 7.35 µM; 1.2% of 290,000 active; AID 1822, 2009;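 active = inhibition above the campaign mean inhibition over all tested compounds plus 3 SD, cut at about 28% in these data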;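 note: 0% = plate median of test compound wells and 100% = 2 mM ZnCl2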
# NALP1 inh: NALP1 inflammasome inhibitors in reconstituted yeast, colorimetric, S. cerevisiae, triplicate retest | S. cerevisiae NALP1/ASC/caspase-1 growth, X-gal OD620, 72 h | inhibition, % at 10 µM | 0.61% of 280,000 active; in the data active = inhibition mostly above about 24%, no sharp cut-off; inactive = mostly below about 32%; note: some compounds called inactive have numbers as strong as hits
# UBC9 SUMO inh: inhibitors of in vitro SUMOylation cascade, primary screen, biochemical, HTRF, uHTS; AID 2006, 2009; inhibition, % at 35 µM; 0.36% of 290,000 active; HTRF SUMOylation assay, SAE1/SAE2 + UBC9; SUMO-conjugating enzyme UBC9 (Homo sapiens), P63279; in the data active = inhibition above about 50%, passing the limit was not always enough; note: strong numbers were not always called active
# Target sequence (P63279 whole entry, looked up): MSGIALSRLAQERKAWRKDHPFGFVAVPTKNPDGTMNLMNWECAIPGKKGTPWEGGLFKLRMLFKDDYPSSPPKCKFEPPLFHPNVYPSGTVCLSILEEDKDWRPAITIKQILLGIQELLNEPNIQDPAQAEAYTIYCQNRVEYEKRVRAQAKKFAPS
# An asterisk follows results filed as active; nt = no result given. Not all compounds are listed; count on the stated rates, not on these rows.
SMILES,pCIP destab,MEKK3 PB1 HTS,IDE cell inh,MEKK2wt PB1 HTS,IDE act,MEKK2 mut-MEK5,M18AAP inhibitor,NALP1 inh,UBC9 SUMO inh
O=C(CN(C(=O)c1csnn1)c1ccc2c(c1)OCCO2)NCc1ccccc1,-15,104,-3,112,4,9,1,9,-2
c1ccc(-c2csc3ncnc(N4CCN(Cc5ccc6c(c5)OCO6)CC4)c23)cc1,-15,102,-3,108,-1,7,3,2,-8
Cc1cc(C)c(C#N)c(Nc2ccc(F)cc2)n1,6,108,1,104,1,18,-4,13,1
CCn1c(SCC(=O)N2CCN(c3ccc(Cl)cc3)CC2)nc2ccccc2c1=O,-10,111,-5,108,-3,3,2,-12,-1
Cc1[nH]c(C)c(S(=O)(=O)Nc2ccccc2Cl)c1C(=O)N1CCCC1,5,100,9,103,7,5,-4,10,6
O=c1cc(N2CCc3ccccc3C2)[nH]c(=O)n1-c1ccc(Br)cc1,-8,97,1,99,2,3,-3,-9,-7
CC(C(=O)O/N=C(\N)c1ccccn1)c1ccc([N+](=O)[O-])cc1 (stereo not given),-14,103,5,104,6,9,5,1,0
O=c1oc2ccc(NS(=O)(=O)c3cccc4cccnc34)cc2s1,6,102,6,94,-3,-4,31*,17,-25
CCN(CC(=O)Nc1ccccc1OC)C(=O)c1cccc(-n2cccc2)c1,-10,103,-1,108,4,8,-2,1,24
CCOc1ccc(/C=C2\SC(=S)N(NS(=O)(=O)c3ccc(C)cc3)C2=O)cc1OC,-11,85,-5,89,-2,-18,-1,10,10
C/C(Nc1ccc(C)cc1)=C(/C#N)C(N)=O,-3,103,1,102,3,5,2,1,4
CC(=O)c1ccc(N2CCN(C(=O)c3ccc(Br)cc3)CC2)c(F)c1,-12,98,-1,101,-5,3,3,-25,-16
CNCc1ccccc1Sc1cccc(O)c1,-7,107,11,113,7,-1,-1,34,0
O=C1CC(c2ccccc2)CC(O)=C1C=NCCN1CCN(Cc2ccccc2)CC1 (stereo not given),-4,99,3,103,-2,-3,-1,-10,4
CC1(C)N=C(c2ccc(Cl)cc2)C(=O)N1,-2,87,0,89,4,-6,-7,-4,8
Cc1ccc(C(C)NC(=O)c2cc(C)oc2C)cc1 (stereo not given),-5,119,0,119,-3,9,2,8,20
CCOC(=O)CSC1=NC(=O)CS1,-16,102,9,102,0,3,3,-7,10
Cc1ccc(S(=O)(=O)Cn2nnnc2C(CC(C)C)N2CCN(C3CCCC3)CC2)cc1 (stereo not given),-10,107,-2,110,3,8,-2,24,6
Cc1ccc(C)c2[nH]c(=O)c(CCNC(=O)CC(C)C)cc12,-2,100,-2,104,9,6,3,nt,-3
CN(C)N1C(N)=C(C#N)C(c2ccc3c(c2)OCO3)C2=C1CCCC2=O (stereo not given),-10,108,-3,104,0,10,7,9,22
CCc1n(CC(O)COCc2ccccc2)c2ccccc2[n+]1C (stereo not given),16,95,6,95,1,-6,-2,5,2
Cc1cccc(C(=O)N2CCN(C(=O)c3cccc(C)c3)C(C)C2)c1 (stereo not given),-24,101,4,100,2,5,-2,-13,4
NC(=O)C(c1ccccc1)C1CCCCC1 (stereo not given),-10,108,1,110,3,6,2,15,18
Cc1ccc(C(=O)CSC2=NC(N)=C(C#N)C3(CCCCC3)C2C(N)=O)cc1 (stereo not given),-10,66,7,67,-2,-12,6,5,-10
COc1ccccc1CNC(=O)CN(C)S(=O)(=O)c1ccc(F)cc1,-2,100,-1,100,2,1,-1,21,2
# New compounds follow
SMILES,pCIP destab,MEKK3 PB1 HTS,IDE cell inh,MEKK2wt PB1 HTS,IDE act,MEKK2 mut-MEK5,M18AAP inhibitor,NALP1 inh,UBC9 SUMO inh
S=c1[nH]nc(C(c2ccccc2)C2CCCCC2)o1 (stereo not given),-9,86,-5,95,-6,-20,4,1,18
N#CC1=C(N)Oc2n[nH]c(-c3ccc(F)cc3)c2C1c1cccc(OC(=O)N2CCOCC2)c1 (stereo not given),0,102,7,102,-6,2,1,-8,-5
Clc1ccc(COc2ccccc2-c2ccnc3ncnn23)cc1,-12,87,0,88,-1,-47,-13,-18,34
O=C(COn1nnc2ccc(Cl)cc21)Nc1ccc(F)cc1,-3,94,0,84,-2,-17,3,1,-1
CC(=O)c1sc(NC(=O)C2=NN(c3ccccc3)C(=O)CC2)nc1C,2,101,3,103,5,1,0,-4,14
COc1ccc(OC)c(NC(=O)NNC(=O)CCCOc2ccc(Cl)cc2C)c1,-10,101,-3,98,-7,-3,-2,9,-6
CC1CCCC(C)N1/N=C/c1cccc(Br)c1 (stereo not given),-2,93,2,95,1,-2,6,14,-13
S=C(c1ccc(-c2ccccc2)cc1)N1CCOCC1,1,100,3,98,5,2,7,5,-4
CCC(C)NS(=O)(=O)c1ccc(NC(=O)c2c(-c3ccccc3)noc2C)cc1 (stereo not given),1,102,-5,98,1,2,-1,0,6
O=[N+]([O-])c1cc(S(=O)(=O)N2CCCC2)ccc1NCCc1ccccc1,2,97,2,96,0,-1,-2,18,11
CCN(CC)C(=O)CC(c1ccc2c(c1)OCO2)c1c(O)cc(OC)cc1OC (stereo not given),-2,95,-1,97,0,-5,nt,1,10
Cc1ccc2cc3c(NC(=O)c4cccnc4)nn(C)c3nc2c1,3,97,-1,103,1,-1,-4,-5,6
O=C(O)Cc1ccc(Oc2ncc(C(F)(F)F)cc2Cl)cc1,2,106,-5,101,-1,-3,2,2,15
CN(c1ccccc1)S(=O)(=O)c1ccc(NC(=O)C2CCCCC2C(=O)O)cc1 (stereo not given),4,109,8,106,-9,-5,0,-15,0
CCC(C(=O)NCc1cccnc1)n1nc(C)c2sc3ccccc3c2c1=O (stereo not given),9,104,1,103,-3,4,5,-15,6
Cc1nn(CC(=O)N2CCN(c3ccccc3)CC2)c(=O)c2ccccc12,4,105,-7,104,-2,9,-2,-11,7
C=CCN1C(=NC(=O)CCCC(=O)O)SC2CS(=O)(=O)CC21 (stereo not given),2,106,-2,107,11,14,-1,8,-6
CCOc1ccc(C2=CC(c3ccccc3)n3ncnc3N2)cc1 (stereo not given),nt,94,8,96,2,-2,nt,nt,nt
COc1ccc(C2C3=C(CC(C)(C)CC3=O)Oc3ncn(CC(C)C)c(=N)c32)cc1 (stereo not given),-9,104,5,106,6,4,-9,1,-7
CS(=O)(=O)c1ccccc1-c1nnc(-c2ccc(Cl)cc2)o1,-6,97,2,89,-4,-12,-7,-1,7
CCCc1cc(=O)oc2cc(C)cc(OCC(=O)Nc3ccccn3)c12,4,99,5,101,2,1,1,3,21
CC(OC(=O)c1cc[n+]([O-])cc1)C(=O)Nc1ccc(Cl)cn1 (stereo not given),4,103,2,102,-3,3,-1,10,1
CCNC(=O)CSc1nc2sccc2c(=O)n1-c1ccccc1,-2,98,-1,105,5,1,-11,16,7
COC(=O)c1ccc(/C=C/C(=O)O)cc1,-7,108,0,105,8,1,-6,-1,6
Cc1cc(C(F)(F)F)n(-c2nc(C(=O)Nc3ccccc3Oc3ccccc3)cs2)n1,-15,104,nt,101,nt,-1,7,3,-2
# Further records.
SMILES,pCIP destab,MEKK3 PB1 HTS,IDE cell inh,MEKK2wt PB1 HTS,IDE act,MEKK2 mut-MEK5,M18AAP inhibitor,NALP1 inh,UBC9 SUMO inh
CC(C)(C)CN1CCC(Oc2cccc(C(=O)N3CCC[C@H]3CO)c2)CC1,3,98,0,103,5,-1,-2,12,-9
CC1=C(C(=O)OCC2CCCO2)C(c2ccncc2)C2=C(CCCC2=O)N1 (stereo not given),2,nt,5,nt,-2,nt,-4,-3,12
CC(=O)CC(=O)Nc1ccccc1NC(C)=O,-12,65,-5,76,8,-16,20,6,-6
Cc1ccc(Cl)cc1N1CCN(C(=O)c2ccc(NC3=NC4CS(=O)(=O)CC4S3)cc2)CC1 (stereo not given),1,99,5,100,-18,1,2,-16,0
O=C(NCC1CCCO1)c1ccccc1-c1nc(-c2ccccc2F)no1 (stereo not given),9,100,5,102,-1,2,3,7,5
CN(C)S(=O)(=O)c1ccc(NC(=O)CN2CCC(Cc3ccccc3)CC2)cc1,3,93,3,85,4,-13,-10,21,4
Cc1ccc(N2C(=O)[C@@H]3[C@H](C2=O)[C@H]2C=CC=NN2[C@@H]3C(=O)Nc2ccc(Cl)cc2)cc1,-22,108,6,94,6,0,5,22,30
CC(=O)Nc1ccc(S(=O)(=O)N(C)S(=O)(=O)c2ccc(F)cc2)cc1,-4,97,3,99,2,-5,-2,26,17
O=C(C1CCCO1)N1CCN(C(=S)Nc2ccccc2C(F)(F)F)CC1 (stereo not given),-5,94,-5,92,5,4,2,28,1

# 2 records drawn at random from those above:
SMILES,pCIP destab,MEKK3 PB1 HTS,IDE cell inh,MEKK2wt PB1 HTS,IDE act,MEKK2 mut-MEK5,M18AAP inhibitor,NALP1 inh,UBC9 SUMO inh
Cc1ccc(Cl)cc1N1CCN(C(=O)c2ccc(NC3=NC4CS(=O)(=O)CC4S3)cc2)CC1 (stereo not given),1,99,5,100,-18,1,2,-16,0
CC(=O)Nc1ccc(S(=O)(=O)N(C)S(=O)(=O)c2ccc(F)cc2)cc1,-4,97,3,99,2,-5,-2,26,17

# Gathered by group: the entries above with fluorine (10)
SMILES,pCIP destab,MEKK3 PB1 HTS,IDE cell inh,MEKK2wt PB1 HTS,IDE act,MEKK2 mut-MEK5,M18AAP inhibitor,NALP1 inh,UBC9 SUMO inh
Cc1cc(C)c(C#N)c(Nc2ccc(F)cc2)n1,6,108,1,104,1,18,-4,13,1
CC(=O)c1ccc(N2CCN(C(=O)c3ccc(Br)cc3)CC2)c(F)c1,-12,98,-1,101,-5,3,3,-25,-16
COc1ccccc1CNC(=O)CN(C)S(=O)(=O)c1ccc(F)cc1,-2,100,-1,100,2,1,-1,21,2
N#CC1=C(N)Oc2n[nH]c(-c3ccc(F)cc3)c2C1c1cccc(OC(=O)N2CCOCC2)c1 (stereo not given),0,102,7,102,-6,2,1,-8,-5
O=C(COn1nnc2ccc(Cl)cc21)Nc1ccc(F)cc1,-3,94,0,84,-2,-17,3,1,-1
O=C(O)Cc1ccc(Oc2ncc(C(F)(F)F)cc2Cl)cc1,2,106,-5,101,-1,-3,2,2,15
Cc1cc(C(F)(F)F)n(-c2nc(C(=O)Nc3ccccc3Oc3ccccc3)cs2)n1,-15,104,nt,101,nt,-1,7,3,-2
O=C(NCC1CCCO1)c1ccccc1-c1nc(-c2ccccc2F)no1 (stereo not given),9,100,5,102,-1,2,3,7,5
CC(=O)Nc1ccc(S(=O)(=O)N(C)S(=O)(=O)c2ccc(F)cc2)cc1,-4,97,3,99,2,-5,-2,26,17
O=C(C1CCCO1)N1CCN(C(=S)Nc2ccccc2C(F)(F)F)CC1 (stereo not given),-5,94,-5,92,5,4,2,28,1
